Assay outcomes as filed in PubChem.
BRCA1 expr up: qHTS Assay to Identify Small Molecule Activators of BRCA1 Expression; MCF7-BRCA1-FFLuc reporter, luminescence, 48 h; response scale: scaled: vehicle 0%, 10 µM genistein 100%; Potency, µM (top dose mostly 46.1 µM), inactives show top-dose activation, most hits filed as activators; 1.1% of 380,000 active; note: nearly all actives have a fitted effect of over 80% in size; some results filed as inactive show a strong effect at the top dose
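MCF7-BRCA1-FFLuc, 2000 cells/well; 2 h attach, 37 °C/5% CO2; compound 48 h; luciferase substrate 15 min; luminescence end-point. Norm. to genistein 10 microM max activation and DMSO; concentration-response curves fitted.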
FLuc counter: qHTS profiling assay for firefly luciferase inhibitor/activator using purifed enzyme and Km concentrations of substrates (counterscreen for miR-21 project) | Luciferin 4-monooxygenase (Photinus pyralis), P08659 | purified FLuc, Km substrates, luminescence inhibition | Potency, µM (titrated, usually from 57.5 µM), for inactives: at the highest dose activity change, negative = inhibition, hits mostly inhibitors | 6.9% of 360,000 active | AID 588342, 2011;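 note: plate controls were vehicle for no effect and reference inhibitor for full effect; nearly all actives have a fitted effect of over 55% in size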
Target sequence (P08659 whole entry, looked up): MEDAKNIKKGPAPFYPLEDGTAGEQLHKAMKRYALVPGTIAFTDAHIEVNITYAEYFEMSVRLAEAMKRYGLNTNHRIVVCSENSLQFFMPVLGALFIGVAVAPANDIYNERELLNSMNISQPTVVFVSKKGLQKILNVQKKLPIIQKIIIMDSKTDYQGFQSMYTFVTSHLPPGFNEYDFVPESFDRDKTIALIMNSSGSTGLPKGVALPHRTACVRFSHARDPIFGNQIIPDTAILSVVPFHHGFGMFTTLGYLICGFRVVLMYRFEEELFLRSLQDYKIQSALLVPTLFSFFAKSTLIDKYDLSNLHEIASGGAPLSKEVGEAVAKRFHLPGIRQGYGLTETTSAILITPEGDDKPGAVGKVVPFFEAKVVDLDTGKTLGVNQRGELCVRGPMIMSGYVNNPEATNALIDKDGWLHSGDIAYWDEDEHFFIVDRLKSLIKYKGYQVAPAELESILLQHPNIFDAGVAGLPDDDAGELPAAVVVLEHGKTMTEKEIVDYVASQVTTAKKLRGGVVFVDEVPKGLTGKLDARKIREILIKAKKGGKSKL
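Purified P. pyralis luciferase, 10 nM final, with Km-level 10 uM D-luciferin and 10 uM ATP in 50 mM Tris acetate pH 7.5, 10 mM Mg acetate, 0.01% Tween-20, 0.05% BSA; 6-point qHTS titration about 60 µM downward; luminescence read.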
* hit, by the source's call; ? = inconclusive. Calls come from the whole dose curve; as a rule, active = well fitted curve in the direction sought with a large enough effect; inconclusive = small, poorly fitted or top-dose-only effect, or another doubt; inactive = no such curve, though single readings can be large; an effect the other way counts as inactive or inconclusive. Potency is the fitted concentration of half-maximal effect. Only part of the results is shown; the hit share may differ from the screen's.

SMILES | BRCA1 expr up | FLuc counter
O=C(Cn1c(=O)n(Cc2ccc3c(c2)OCO3)c(=O)c2ccccc21)Nc1cccc(Cl)c1 | 7% | 5%
CCc1ccc(NCc2cc3cc4c(cc3n(CC(=O)Nc3ccc(F)cc3)c2=O)OCCO4)cc1 | -32% | 3%
COc1ccc(CCNC(=O)CCc2c(C)nc3c(c(C)nn3-c3ccc(C)cc3)c2C)c(OC)c1 | 6% | -6%
COc1ccccc1CNC(=O)c1cc2ccc3ccc(C)[nH]c3c2n1 | -7% | ?
CCOC(=O)c1cnc2c(OC)cccc2c1Nc1cccc(O)c1 | 5% | -15%
CCS(=O)(=O)N1CCc2cc(C(=O)N3CCN(c4ccccc4OC)CC3)ccc21 | -2% | -5%
O=C(Nc1ccc(Cl)cc1)c1ccc2oc(=O)n(Cc3ccccc3)c2c1 | -21% | 5%
Cc1cccc(CC(=O)Nc2c(C(=O)Nc3cccc(F)c3)oc3ccccc23)c1 | -38% | -1%
O=C(CSc1nc(=O)n(Cc2ccco2)c2c1CCC2)Nc1cccc(F)c1 | 0% | -13%
Cc1ccccc1C(=O)Nc1cc(C)c(O)c(-c2nc3ccccc3o2)c1 | 4% | -14%
Cc1ccccc1Cn1c(=O)n(CCCCC(=O)NCc2ccccc2Cl)c(=O)c2ccccc21 | 10% | -4%
CC(C)n1c(SCC(=O)Nc2ccc(F)cc2)nc2c(oc3ccccc32)c1=O | 2% | 5%
CCOC(=O)c1sc(NC(=O)c2nc3nc(C)cc(C(F)F)n3n2)c(C(=O)OC(C)C)c1C | 15% | -3%
CC(=O)Nc1ccc(S(=O)(=O)NC2=NCN(CCO)CN2)cc1 | 12% | 0%
COc1ccc(NC(=O)c2nc(SCc3ccccc3F)ncc2Cl)cc1 | 0% | 5%
COc1cc2[nH]c(=O)n(CCCCCC(=O)NCCc3ccccc3)c(=O)c2cc1OC | -2% | 0%
COc1ccccc1NC(=O)CSc1nc2c(oc3ccccc32)c(=O)n1-c1ccc(C)cc1 | 0% | -9%
COc1cc(NC(=O)CC(C)S(=O)(=O)c2ccc3c(c2)CCN3C(C)=O)cc(OC)c1OC (centres undefined) | -11% | -3%
CCCCN1CC(c2nc3ccccc3n2CCCCOc2ccccc2C)CC1=O (centres undefined) | 0% | -1%
COC(=O)c1ccccc1NC(=O)c1nc(-c2ccc(C)cc2)n2c1CCCCC2 | 6% | -2%
Cc1ccc(N2C(=O)CSC23C(=O)N(Cc2ccccc2F)c2ccccc23)cc1F (centres undefined) | -70% | -2%
CCOC(=O)c1ccc(N2C(=O)c3n[nH]c(-c4cccs4)c3C2c2ccc(C)cc2)cc1 (centres undefined) | -1% | ?
CCCCNC(=O)CCc1c(C)nc2cc(-c3ccccc3)nn2c1C | -17% | -19%
CCOc1ccc(CNC(=O)c2cccn2-c2nnc(N3CCCCC3)s2)cc1OC | -21% | -9%
COC(=O)c1c(N)n(-c2ccc(OC)c(Cl)c2)c2nc3ccccc3nc12 | 9% | -1%
CCc1ccc(Nc2cc(C)nc3nc(Cc4ccc(Cl)cc4)nn23)cc1 | -49% | -9%
CCC(=O)N1CCc2cc(Br)cc(S(=O)(=O)N3CCN(c4ccc(C)cc4)C(C)C3)c21 (centres undefined) | 0% | 3%
COc1cc2nc(NC(=O)c3ccc(S(=O)(=O)N4CCc5ccccc54)cc3)sc2cc1OC | -24% | -12%
Cc1cc(-n2c(C)nc3ccccc3c2=O)ccc1NC(=O)c1ccc([N+](=O)[O-])cc1 | 7% | -1%
CCc1ccc(NC(=O)CSc2nc3c(sc4ccccc43)c(=O)n2CCCOC)cc1 | 1% | -6%
Cc1ccc(Cl)cc1N1CCN(CCCNc2ncnc3onc(-c4ccc(Cl)cc4)c23)CC1 | 2% | -2%
COc1ccccc1CNc1ccc(-c2nc(C(C)C)no2)cc1[N+](=O)[O-] | 0% | 12µM*
CCOc1ccc(CCNC(=O)c2cc3cc4ccc(OC)cc4nc3s2)cc1OCC | 6% | 2%
Cc1ccc(C(=O)Nc2c(-c3ccccc3)nc3ccccn23)cc1C | -7% | -6%
Cc1ccc(NC(=O)CCc2c(C)nc3nc(C)nn3c2C)c(Cl)c1 | 2% | -2%
COc1ccc(OC)c(CNc2ncnc3onc(-c4ccc(Cl)cc4)c23)c1 | -44% | 4%
COc1ccccc1NC(=O)C1=C(C)Nc2nc(SCc3ccccc3)nn2C1c1cccc(O)c1 (centres undefined) | -34% | -16%
Cc1cc(C)c(NC(=O)Cn2c(=O)n(Cc3ccc4c(c3)OCO4)c(=O)c3ccccc32)c(C)c1 | 15% | -2%
CSc1ccc(CCNC(=O)CCc2c(C)nc3cc(-c4ccccc4)nn3c2C)cc1 | -22% | -5%
Cc1ccc(C)c(N2CCN(S(=O)(=O)c3cn(C)c(C)n3)CC2)c1 | 5% | -5%
CC1=Nc2cc(C(=O)N3CCC(C)CC3)ccc2Sc2ccc(Cl)cc21 | -35% | 2%
COc1ccccc1-c1noc(-c2ccc(NCc3cccnc3)c([N+](=O)[O-])c2)n1 | -34% | ?
COc1cccc(CNC(=O)c2c(O)nc3ccccn3c2=O)c1 | 7% | -1%
COCCNC(=O)CCSc1nc(-c2ccc3c(c2)OCO3)cc(C(F)(F)F)n1 | 13% | -1%
Cc1ccc(-c2noc(CSc3nnc(-c4ccc(Cl)cc4)n3C)n2)cc1 | 4% | ?
COc1ccc(-n2ccnc(NCc3ccccc3OC)c2=O)cc1 | 9% | 5%
COc1ccccc1C(=O)Nc1ccc(OCc2cc(=O)n3cc(C)sc3n2)cc1 | 0% | -3%
CC1=C(C(=O)Nc2ccccc2)C(c2cccs2)n2nc(SCc3ccccc3)nc2N1 (centres undefined) | -4% | 1%
CCc1cccc(NC(=O)CCc2c(C)nc3c(c2C)c(=O)n(C)c(=O)n3C)c1 | 15% | -9%
Cn1c(=O)n(-c2ccc3c(c2)OCO3)c2nc(-c3ccccc3)nc(C(N)=O)c21 | 9% | -9%
(next part)
SMILES | BRCA1 expr up | FLuc counter
COc1ccc(NC(=O)c2sc3nc[nH]c(=O)c3c2C)cc1OC | 1% | -14%
CCOC(=O)c1noc2ncnc(Nc3ccc(C)c(F)c3)c12 | 6% | 1%
CCOC(=O)c1c(C)[nH]c(C)c1S(=O)(=O)NCC(=O)Nc1cccc(Cl)c1 | 0% | 0%
COc1ccc(-c2nc(C)c(CCNC(=O)C(=O)Nc3c(C)cccc3C)s2)cc1OC | 7% | 1%
Cc1ccc(NC(=O)c2cnn3c(C(F)F)cc(-c4ccccc4)nc23)cc1F | -14% | 3%
Cc1cccc(CN2C(=O)c3ccccc3S(=O)(=O)c3ccc(C(=O)N4CCN(c5cc(C)ccc5C)CC4)cc32)c1 | -14% | 1%
COC(=O)Cn1c(C2CC(=O)N(c3c(C)cccc3C)C2)nc2ccccc21 (centres undefined) | 0% | 3%
COc1ccc(C(=O)Nc2ccc3nc(SCc4ccc(C)cc4)sc3c2)cc1 | 0% | -1%
COc1cccc2sc(=NC(=O)c3ccc(S(=O)(=O)N4CCCCC4)cc3)n(C)c12 | 14% | -1%
CCN(CC)c1cc(C)c2cc(NC(=O)c3ccc(F)cc3Cl)ccc2n1 | -40% | -10%
CCOC(=O)c1noc2ncnc(N(CCC(=O)OC)c3ccccc3)c12 | 0% | -14%
COc1ccc(CNc2nc3c(-c4cccc(C)c4)nnn3c3ccccc23)cc1 | 7% | -2%
CCN(CC)S(=O)(=O)c1ccc2c(c1)c(=O)c(C(=O)NCc1ccccc1Cl)cn2C | -5% | -14%
CCOc1ccc(-c2cc(C(=O)NCCc3ccc(C)cc3)c3ccccc3n2)cc1 | 8% | 1.3µM*
Cc1nn2c(=O)cc(COC(=O)COc3ccccc3C)nc2s1 | 25% | 3%
COc1ccc(Cn2c(=O)c3cccnc3n(CC(=O)Nc3c(C)cc(C)cc3C)c2=O)cc1 | 31% | -1%
COc1ccc(N2CCN(CCCNC(=O)c3c(C)nn(-c4ccc(F)cc4)c3-n3cccc3)CC2)cc1 | -20% | -7%
Cc1oc2c(c1C(=O)Nc1ccc(F)c(F)c1)C1=NCCN1C=N2 | -28% | 0%
Cc1ccc(NC(=O)CNC(=O)Cn2c(C)cc3ccccc3c2=O)cc1F | 13% | -2%
Cc1ccccc1-c1nn2c(=O)cc(CN3CCN(S(=O)(=O)c4ccc(Cl)cc4)CC3)nc2s1 | 4% | -5%
CCOC(=O)c1c(C)[nH]c(C)c1S(=O)(=O)NCC(=O)Nc1ccc(C)cc1C | -18% | -8%
COc1ccc(OC)c(NC(=O)c2cn(CC(C)C)c(=O)c3cc(OC)c(OC)cc23)c1 | -13% | 0%
O=C(CN1C(=O)CC(c2ccco2)Sc2ccccc21)Nc1cccc(C(F)(F)F)c1 (centres undefined) | -55% | -13%

In the list so far, 15 contain fluorine.
SMILES | BRCA1 expr up | FLuc counter
CCc1ccc(NCc2cc3cc4c(cc3n(CC(=O)Nc3ccc(F)cc3)c2=O)OCCO4)cc1 | -32% | 3%
Cc1cccc(CC(=O)Nc2c(C(=O)Nc3cccc(F)c3)oc3ccccc23)c1 | -38% | -1%
O=C(CSc1nc(=O)n(Cc2ccco2)c2c1CCC2)Nc1cccc(F)c1 | 0% | -13%
CC(C)n1c(SCC(=O)Nc2ccc(F)cc2)nc2c(oc3ccccc32)c1=O | 2% | 5%
CCOC(=O)c1sc(NC(=O)c2nc3nc(C)cc(C(F)F)n3n2)c(C(=O)OC(C)C)c1C | 15% | -3%
COc1ccc(NC(=O)c2nc(SCc3ccccc3F)ncc2Cl)cc1 | 0% | 5%
Cc1ccc(N2C(=O)CSC23C(=O)N(Cc2ccccc2F)c2ccccc23)cc1F (centres undefined) | -70% | -2%
COCCNC(=O)CCSc1nc(-c2ccc3c(c2)OCO3)cc(C(F)(F)F)n1 | 13% | -1%
CCOC(=O)c1noc2ncnc(Nc3ccc(C)c(F)c3)c12 | 6% | 1%
Cc1ccc(NC(=O)c2cnn3c(C(F)F)cc(-c4ccccc4)nc23)cc1F | -14% | 3%
CCN(CC)c1cc(C)c2cc(NC(=O)c3ccc(F)cc3Cl)ccc2n1 | -40% | -10%
COc1ccc(N2CCN(CCCNC(=O)c3c(C)nn(-c4ccc(F)cc4)c3-n3cccc3)CC2)cc1 | -20% | -7%
Cc1oc2c(c1C(=O)Nc1ccc(F)c(F)c1)C1=NCCN1C=N2 | -28% | 0%
Cc1ccc(NC(=O)CNC(=O)Cn2c(C)cc3ccccc3c2=O)cc1F | 13% | -2%
O=C(CN1C(=O)CC(c2ccco2)Sc2ccccc21)Nc1cccc(C(F)(F)F)c1 (centres undefined) | -55% | -13%
